IL1B NFkB inh = blocks IL-1B driven NFkB nuclear translocation in HUVEC cells | 94,000 compounds, 0.43% hits | HUVEC IL-1B NFkB p65 nuclear translocation imaging | AID 796 | inhibition, % at 2 µM;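 active = inhibition above about 30% together with a positive call from visual inspection of the well image, limit read from the data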;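 also: nuclear over cytoplasmic p65 intensity ratio measured by imaging; 0% = IL-1B stimulated DMSO wells and 100% = unstimulated DMSO wells; values of inactives mirror those of a sister screen read the other way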
MRP resist rev = reverses drug resistance mediated by MRP; H69AR cells + 2 uM doxorubicin, CellTiter-Glo, 72 h; differential viability (reversal), % at 10 µM; 85,000 compounds, 0.04% hits; AID 602;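 active = viability drop by adding the cancer drug above about 55%, with treated viability meeting a 40% cutoff, limit read from the data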;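 also: viability without doxorubicin minus viability with 2 µM doxorubicin for each compound; larger differential means the compound sensitizes cells more to doxorubicin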
PLAP inhibition = PLAP enzyme inhibitors, biochemical, luminescence, HTS (AID 690) | purified PLAP, luminescent substrate; higher % means a stronger effect | one-dose inhibition, % at 20 µM; IC50 in µM for titrated hits | 96,000 compounds, 0.08% hits; in the data active = a potency from the dose series; inactive = the rest, 99 in 100 with inhibition below about 30%; also: strong numbers were not always called active
Bcl-B displacement = displacers of TR3 peptide from Bcl-B, primary screen, selectivity assay for Bfl-1 inhibitor project, biochemical, fluorescence polarization; FP displacement of FITC-TR3 peptide from Bcl-B; higher % means a stronger effect; displacement, % at 20 µM, or IC50 in µM where a hit was titrated; 96,000 compounds, 0.11% hits;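 active = displacement above 50% at 20 µM plus a fluorescence interference ratio under 1.5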;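 also: plate controls were wells without compound for no effect and wells lacking Bcl-B protein for full effect; a part of the inactive calls stands beside numbers as strong as those of hits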
NFkB transloc pot = enhances IL-1B driven NFkB nuclear translocation. 94,000 compounds, 0.3% hits. HUVEC IL-1B NFkB p65 nuclear translocation imaging. activation, % at 2 µM;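 active = activation above 40%, about the mean plus 3 SD, also judged a hit on visual image review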;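 also: percent activation is computed from the nuclear over cytoplasmic p65 intensity ratio; values of inactives mirror those of a sister screen read the other way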
MRP resist rev cytotoxicity = second read-out of MRP resist rev, no call of its own (marks repeat the call); viability, %; H69AR cells, CellTiter-Glo, 72 h; measured here: cytotoxicity without doxorubicin
MRP resist rev with doxorubicin = second read-out of MRP resist rev, no call of its own (marks repeat the call); viability, %; measured here: viability with 2 uM doxorubicin; hits give low values
IL1B NFkB inh cell count 2 µM = further read-out of IL1B NFkB inh, marked with its call; cell count; measured here: cells passing quality filter;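 raw number of nuclei counted in each imaged well without normalization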
NFkB transloc pot cell count 2 µM = further read-out of NFkB transloc pot, marked with its call; cell count; measured here: cells passing quality filter
* = called active by the depositor; / = no result given. Only part of the results is shown (hit frequency here may not be typical).

SMILES	IL1B NFkB inh	IL1B NFkB inh cell count 2 µM	MRP resist rev	MRP resist rev cytotoxicity	MRP resist rev with doxorubicin	PLAP inhibition	Bcl-B displacement	NFkB transloc pot	NFkB transloc pot cell count 2 µM
COC(=O)C1CCN(c2cc(=O)n(-c3ccc(OC)cc3)c(=O)[nH]2)CC1	/	/	8.3	93.2	84.9	10.1%	0.2%	/	/
COCCCNC(=O)c1ccc2c(c1)CCN2S(C)(=O)=O	4.2	159	8.1	104.9	96.8	9.1%	-3.6%	-4.2	159
COc1cccc(-n2c(C)nnc2SCC#N)c1	/	/	7.3	83.4	76.0	6.2%	3.0%	/	/
O=C(NCc1ccc2c(c1)OCO2)c1nn2cccnc2c1Cl	-0.4	103	4.5	103.4	98.9	3.5%	-7.4%	0.4	103
O=S(=O)(c1cccc(-c2nn3c(-c4ccncc4)nnc3s2)c1)N1CCOCC1	-4.0	105	-15.4	62.8	78.2	-18.9%	-7.3%	4.0	105
COc1ccc(NC2c3ccccc3C(=O)N2c2cccnc2)cc1Cl (configuration not stated)	/	/	4.9	88.2	83.3	7.0%	-1.2%	/	/
Nc1nc2n(n1)C(c1ccccc1Cl)CC(c1ccc(F)cc1)N2 (configuration not stated)	-13.6	57	0.2	99.0	98.8	-53.9%	-5.7%	13.6	57
CN(c1ccc(C(=O)NCCC2=CCCCC2)cc1)S(C)(=O)=O	1.6	160	-0.9	78.0	78.9	-8.9%	-4.2%	-1.6	160
Cc1cc(=O)n2nc(N3CCCC(C(=O)NCc4ccco4)C3)sc2n1 (configuration not stated)	/	/	7.9	72.7	64.8	-6.1%	-2.2%	/	/
CCOC(=O)c1sc2nc3n(c(=O)c2c1C)CCC(C)CC3 (configuration not stated)	8.8	232	12.0	83.4	71.3	-10.0%	-15.2%	-8.8	232
CCOC(=O)C(NC(C)=O)(N1CCOCC1)C(F)(F)F (configuration not stated)	-14.9	174	/	/	/	6.5%	-3.5%	14.9	174
COc1ccc(NCC(=O)Nc2ccc(C#N)cc2)cc1Cl	9.7	148	/	/	/	10.4%	0.8%	-9.7	148
CCOC(=O)N1CCC(N2CC34C=CC(O3)C(C(=O)Nc3ccc(OCC)cc3)C4C2=O)CC1 (configuration not stated)	2.4	59	1.4	95.9	94.5	-40.4%	-0.1%	-2.4	59
COc1ccc(N2CC(C(=O)Nc3ccc(F)cc3F)CC2=O)cc1 (configuration not stated)	-16.1	158	3.9	106.5	102.7	7.3%	-2.3%	16.1	158
COC(=O)[C@H](C)NC(=O)Nc1cccc(C(F)(F)F)c1	-19.6	127	-19.7	90.6	110.3	/	/	19.6	127
COc1ccc(Oc2nc(C(F)(F)F)nc3ccccc23)cc1	-8.4	126	/	/	/	-9.6%	4.6%	8.4	126
CCCn1nc(C(=O)N2CCc3ccccc3C2)c2ccccc2c1=O	-1.8	184	14.6	87.1	72.5	2.1%	5.9%	1.8	184
CCOc1ccccc1C(=O)NCCC(=O)O	0.9	151	-4.2	91.2	95.4	5.4%	-3.5%	-0.9	151
c1cnc(N2CCN(Cc3c[nH]c4ccccc34)CC2)nc1	1.6	115	-12.9	56.0	68.9	-11.6%	-1.0%	-1.6	115
COCC(C)NC(=O)c1ccc(N(C)C)cc1 (configuration not stated)	/	/	-2.2	99.4	101.6	-6.4%	9.4%	/	/
CCN(CC)C(=O)c1sc(NC(=O)c2ccc(Br)o2)c(C(=O)OC)c1C	-6.3	162	4.4	83.3	78.9	17.3%	-8.5%	5.0	67
O=C(NC1CCCCC1)C(c1cccnc1)N(C(=O)c1csnn1)C1CCCC1 (configuration not stated)	9.5	164	13.0	90.6	77.6	/	/	-9.5	164
Cc1ccc(S(=O)(=O)CC(C)N2CCOCC2)c(S(=O)(=O)CC(C)N2CCOCC2)c1 (configuration not stated)	-19.2	168	-6.4	81.1	87.5	-19.3%	-8.0%	19.2	168
COc1cc2c(cc1OC)C(c1ccc(-c3cc(Cl)ccc3Cl)o1)=NCC2	-20.0	148	4.3	55.9	51.5	-28.1%	-9.3%	20.0	148
Cc1cccc(NC(=O)CSc2nnc(CCC(=O)Nc3ccc(C)c(Cl)c3)n2C)c1	-20.1	137	/	/	/	2.7%	0.0%	20.1	137

Full records, looked up by structure. Values in the order: IL1B NFkB inh | IL1B NFkB inh cell count 2 µM | MRP resist rev | MRP resist rev cytotoxicity | MRP resist rev with doxorubicin | PLAP inhibition | Bcl-B displacement | NFkB transloc pot | NFkB transloc pot cell count 2 µM
Results for COCC(C)NC(=O)c1ccc(N(C)C)cc1 (configuration not stated) → / | / | -2.2 | 99.4 | 101.6 | -6.4% | 9.4% | / | /
Results for COc1ccc(NCC(=O)Nc2ccc(C#N)cc2)cc1Cl → 9.7 | 148 | / | / | / | 10.4% | 0.8% | -9.7 | 148
Results for COC(=O)[C@H](C)NC(=O)Nc1cccc(C(F)(F)F)c1 → -19.6 | 127 | -19.7 | 90.6 | 110.3 | / | / | 19.6 | 127

Further compounds
SMILES	IL1B NFkB inh	IL1B NFkB inh cell count 2 µM	MRP resist rev	MRP resist rev cytotoxicity	MRP resist rev with doxorubicin	PLAP inhibition	Bcl-B displacement	NFkB transloc pot	NFkB transloc pot cell count 2 µM
Cn1nc(-c2ccc(Cl)cc2)c2cc(C(=O)N3CCN(C(=O)c4ccco4)CC3)sc21	4.6	133	-0.5	93.0	93.5	-63.7%	3.0%	-4.6	133
Cc1cc(NC(=O)c2ccc(S(=O)(=O)N(C)C)cc2)n(-c2ccccn2)n1	1.3	145	/	/	/	-15.4%	-3.6%	-1.3	145
Cc1ccnc2c(N3C(=O)C4C5C=CC(C5)C4(C)C3=O)cccc12 (configuration not stated)	-4.4	58	1.8	100.2	98.4	-29.2%	0.1%	4.4	58
CCOC(=O)N1CCN(C(=O)C2CCC(C(=O)N3CCN(C(=O)OCC)CC3)CC2)CC1 (configuration not stated)	0.1	168	4.1	101.1	97.0	/	/	-0.1	168
COc1ccc(N2CCN(Cc3nc(N)nc(Nc4ccccc4OC)n3)CC2)cc1	-13.5	117	-62.0	7.7	69.8	-24.6%	-1.1%	13.5	117
COC(=O)C1=C(C)N(c2cccc(C(C)=O)c2)C(=O)C1	-14.6	145	-9.6	71.1	80.7	-2.8%	-2.6%	14.6	145
Cc1ccc2nsnc2c1S(=O)(=O)NCc1ccncc1	-4.3	154	-8.9	97.8	106.7	/	/	4.3	154
COC(=O)CCC/C=C1/SCC(NC(=O)c2ccccc2)C1O (configuration not stated)	-12.0	149	-0.9	87.6	88.5	-22.2%	-9.0%	12.0	149
COC(=O)COc1ccc(S(=O)(=O)Nc2ccccc2SC)cc1	-10.9	85	-3.8	93.4	97.2	/	/	10.8	85
CCOC(=O)Nc1cc(=O)c2ccccc2o1	-2.8	134	-28.9	14.3	43.2	16.2%	-8.4%	2.8	134
CCOC(=O)c1nnn(-c2nonc2-n2cccc2)c1CCl	5.5	164	-0.6	1.5	2.1	-13.5%	5.1%	-5.5	164
Cc1ccc(C)c(N(CC(=O)N(C)C)S(C)(=O)=O)c1	-4.3	113	5.6	94.5	88.9	-14.1%	7.3%	4.3	113
C=CCn1c(NCCOC)nc2c1c(=O)n(C)c(=O)n2C	-10.3	93	7.2	90.5	83.3	4.4%	1.5%	10.3	93
Cc1[nH]c2ccccc2c1/C=C(\C#N)C(=O)NC(C)c1ccccc1 (configuration not stated)	-10.1	117	/	/	/	2.2%	-5.9%	10.1	117
COc1ccccc1C/C(N)=N/OC(=O)c1cccc([N+](=O)[O-])c1	-3.3	104	/	/	/	-1.5%	-0.6%	3.3	104
O=C(NCC1CCCO1)c1cc(-c2ccc(Cl)cc2Cl)on1 (configuration not stated)	-12.7	147	9.4	103.0	93.5	-9.4%	8.7%	12.7	147
CC1CCN(c2c(NCc3ccc(C(=O)N4CCc5ccccc54)cc3)c(=O)c2=O)CC1	-117.7	184	/	/	/	-4.2%	7.9%	117.7*	184*
Cn1c(CN2CCOCC2)nnc1SCC(N)=O	-0.2	150	-10.4	82.0	92.3	-5.7%	6.1%	0.2	150
CN1CCN(/C=C2\SC(=S)NC2=O)CC1	/	/	1.7	94.7	93.0	-12.3%	-1.9%	/	/
Cc1cccc(NC(=O)Nc2cccc(C#N)c2)n1	/	/	-0.7	65.5	66.2	5.0%	-2.3%	/	/
Cc1ccc(CNC(=O)c2ccc(CNc3c(N4CCCC4)c(=O)c3=O)cc2)cc1	-41.1	179	-0.3	94.7	95.0	-67.2%	-8.2%	41.1*	179*
Cc1ccccc1CS(=O)(=O)CCC(=O)NCCCN1CCOCC1	12.0	108	/	/	/	-1.2%	-7.1%	-12.0	108
C=CCSc1nc2c(c(=O)[nH]c(=O)n2C)n1C(C)C	-21.7	181	-4.6	96.4	101.0	-11.7%	-1.5%	21.7	181
COc1ccccc1C1N(c2cc(Cl)ccc2OC)C(=O)C2CCCN21 (configuration not stated)	6.5	152	4.6	93.3	88.6	-51.2%	-6.1%	-6.5	152
COn1c(=S)[nH]c2ccccc2c1=O	14.0	94	1.2	97.7	96.5	-11.2%	7.6%	-14.0	94
Cn1cnnc1SCCNS(=O)(=O)c1ccccc1	-1.6	75	19.5	98.9	79.4	-8.0%	-1.0%	1.6	75

Of the compounds above, 10 have an aryl methoxy group.
SMILES	IL1B NFkB inh	IL1B NFkB inh cell count 2 µM	MRP resist rev	MRP resist rev cytotoxicity	MRP resist rev with doxorubicin	PLAP inhibition	Bcl-B displacement	NFkB transloc pot	NFkB transloc pot cell count 2 µM
COC(=O)C1CCN(c2cc(=O)n(-c3ccc(OC)cc3)c(=O)[nH]2)CC1	/	/	8.3	93.2	84.9	10.1%	0.2%	/	/
COc1cccc(-n2c(C)nnc2SCC#N)c1	/	/	7.3	83.4	76.0	6.2%	3.0%	/	/
COc1ccc(NC2c3ccccc3C(=O)N2c2cccnc2)cc1Cl (configuration not stated)	/	/	4.9	88.2	83.3	7.0%	-1.2%	/	/
COc1ccc(NCC(=O)Nc2ccc(C#N)cc2)cc1Cl	9.7	148	/	/	/	10.4%	0.8%	-9.7	148
COc1ccc(N2CC(C(=O)Nc3ccc(F)cc3F)CC2=O)cc1 (configuration not stated)	-16.1	158	3.9	106.5	102.7	7.3%	-2.3%	16.1	158
COc1ccc(Oc2nc(C(F)(F)F)nc3ccccc23)cc1	-8.4	126	/	/	/	-9.6%	4.6%	8.4	126
COc1cc2c(cc1OC)C(c1ccc(-c3cc(Cl)ccc3Cl)o1)=NCC2	-20.0	148	4.3	55.9	51.5	-28.1%	-9.3%	20.0	148
COc1ccc(N2CCN(Cc3nc(N)nc(Nc4ccccc4OC)n3)CC2)cc1	-13.5	117	-62.0	7.7	69.8	-24.6%	-1.1%	13.5	117
COc1ccccc1C/C(N)=N/OC(=O)c1cccc([N+](=O)[O-])c1	-3.3	104	/	/	/	-1.5%	-0.6%	3.3	104
COc1ccccc1C1N(c2cc(Cl)ccc2OC)C(=O)C2CCCN21 (configuration not stated)	6.5	152	4.6	93.3	88.6	-51.2%	-6.1%	-6.5	152

Assay outcomes deposited in PubChem BioAssay by several laboratories.
